MT1-MMP txn act: MT1-MMP promoter reporter activation – cell-based, luciferase luminescence, primary screen; HT1080 MT1-MMP promoter luciferase reporter, overnight; stronger effect = higher value; activation factor at 10 µM; hit rate 0.16% among 86,000;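 active = activation factor of at least 2 for MT1-MMP transcription at 10 µM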
CYP2C9 inh: blockers of cytochrome P450 2C9 activity – biochemical, luminescence, ADME assay, primary screen; hit rate 20% among 96,000; AID 777, 2007; inhibition, % at 5 µM; CYP2C9 Supersomes, luciferin-H conversion; P11712;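 active = blocking of liver enzyme CYP2C9 beyond about 50% at 5 µM, limit read from the data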; also: values of inactives mirror those of a sister screen read the other way
CYP2C9 act: human CYP2C9 activators, primary screen, biochemical, luminescence | hit rate 1.4% among 96,000 | AID 1024, 2008 | recombinant CYP2C9, luciferin-H conversion; stronger effect = higher value; factor 1 = untreated enzyme, 0 = blocked | activation factor at 5 µM;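 active = activation factor of 2 or more for CYP2C9 at a 5 µM dose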;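 also: 0 = sulfaphenazole-blocked wells and 1 = vehicle-only wells; values of inactives mirror those of a sister screen read the other way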
CD11b adhes enh: enhancers of CD11b/CD18 adhesion to fibrinogen, primary screen, K562 cells, luminescence; AID 1499, 2009; activation, % at 10 µM; ATPlite luminescence; hit rate 0.07% among 93,000;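 active = 10 µM primary screen giving 50% or more activity, confirmed by 40% or more on retest at that dose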; also: strong numbers were not always called active; reference of the scale not given here
CYP2C19 activ: human CYP2C19 activators, primary screen, biochemical, luminescence. recombinant CYP2C19, luciferin-H EGE luminescence; stronger effect = higher value; 0 = fully inhibited enzyme, 1 = untreated enzyme. activation factor at 5 µM. 96,000 tested, under 10 active. AID 1025, 2008;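 active = activation factor of at least 2 at 5 µM in the primary screen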;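 also: 0 = wells with 2.5 mM tranylcypromine and 1 = vehicle-only wells; values of inactives mirror those of a sister screen read the other way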
Target sequence (P33261 whole entry, looked up): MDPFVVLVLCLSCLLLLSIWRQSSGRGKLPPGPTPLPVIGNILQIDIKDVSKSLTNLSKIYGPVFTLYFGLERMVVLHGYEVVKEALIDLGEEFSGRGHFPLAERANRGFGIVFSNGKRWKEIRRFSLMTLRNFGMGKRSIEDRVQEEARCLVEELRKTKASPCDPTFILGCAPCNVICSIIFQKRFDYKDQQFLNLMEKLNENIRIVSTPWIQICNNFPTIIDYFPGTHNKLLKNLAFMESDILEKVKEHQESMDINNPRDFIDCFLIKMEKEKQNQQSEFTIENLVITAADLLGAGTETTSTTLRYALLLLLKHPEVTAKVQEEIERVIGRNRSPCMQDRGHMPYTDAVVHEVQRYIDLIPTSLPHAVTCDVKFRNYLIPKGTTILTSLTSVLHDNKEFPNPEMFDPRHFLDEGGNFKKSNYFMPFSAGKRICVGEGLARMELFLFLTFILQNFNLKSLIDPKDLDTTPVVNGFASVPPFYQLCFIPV
PLAP activator: PLAP enzyme activators, biochemical, luminescence, HTS | Alkaline phosphatase, placental type (Homo sapiens), P05187 | purified PLAP enzyme, luminescent substrate read-out; stronger effect = higher value | activation fold at 20 µM | hit rate 1.2% among 96,000; in the data active = activation fold above about 2
Target sequence (P05187 whole entry, looked up): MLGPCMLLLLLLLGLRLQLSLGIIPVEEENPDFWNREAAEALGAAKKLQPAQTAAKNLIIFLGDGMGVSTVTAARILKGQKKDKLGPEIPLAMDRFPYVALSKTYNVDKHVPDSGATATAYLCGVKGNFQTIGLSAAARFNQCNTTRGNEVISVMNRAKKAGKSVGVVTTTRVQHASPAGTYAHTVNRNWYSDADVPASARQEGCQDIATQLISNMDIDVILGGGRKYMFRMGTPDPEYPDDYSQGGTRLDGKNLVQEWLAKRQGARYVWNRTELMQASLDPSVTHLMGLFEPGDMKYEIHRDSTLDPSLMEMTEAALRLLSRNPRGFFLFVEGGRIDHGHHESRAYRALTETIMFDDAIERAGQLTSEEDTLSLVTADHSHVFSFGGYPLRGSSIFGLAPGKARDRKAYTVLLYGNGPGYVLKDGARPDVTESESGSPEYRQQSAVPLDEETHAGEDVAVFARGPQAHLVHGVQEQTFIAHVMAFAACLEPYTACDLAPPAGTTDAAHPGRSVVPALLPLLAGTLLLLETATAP
CYP2C19 inh: blockers of cytochrome P450 2C19 activity – biochemical, luminescence, ADME assay, primary screen; P33261; CYP2C19 Supersomes, luciferin-H EGE luminescence, 30 min; inhibition, % at 5 µM; hit rate 21% among 96,000; AID 778, 2007;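 active = CYP2C19 inhibition above a set limit at 5 µM in the primary screen, cut at about 50% in these data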;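 also: plate controls were negative control wells for no effect and 2.5 mM tranylcypromine positive control for full effect; values of inactives mirror those of a sister screen read the other way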
CD11b adhes inh: inhibitors of CD11b/CD18 adhesion to fibrinogen, primary screen, K562 cells, luminescence | hit rate 0.54% among 93,000 | ATPlite luminescence; Mn2+ added to activate the integrin | inhibition, % at 10 µM | Integrin beta-2 (Homo sapiens) + Integrin alpha-M (Homo sapiens), P05107+P11215;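 active = primary inhibition of 50% or more at 10 µM, then 40% or more on retest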; also: some results filed as inactive read as strong as hits
PTK2B oligo ant: antagonists of Pyk2 self-association, primary screen, Q293 cells, FERM NanoBiT luminescence, HTS | Protein-tyrosine kinase 2-beta (Homo sapiens), Q14289 | stronger effect = lower value | z-score (the deposit names both 25 µM and 10 µM) | hit rate 0.83% among 99,000 | AID 1347419, 2020;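 active = Z-score of -3 or lower, scaled per plate to the spread of control and sample wells; inactive = z-score above -3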;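 also: negative z-score means lost luminescence so less FERM oligomerization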
Numbers without * were called inactive; / = no result given.

SMILES	MT1-MMP txn act	CYP2C9 inh	CYP2C9 act	CD11b adhes enh	CYP2C19 activ	PLAP activator	CYP2C19 inh	CD11b adhes inh	PTK2B oligo ant
O=C(NCc1ccc2c(c1)OCO2)c1ccc2c(c1)C(=O)N(CC1CCCO1)C2=O (centres undefined)	1	2	1	0	1	1.2	-2	8	0.28
COc1cccc(NC(=O)C2c3cc(OC)c(OC)cc3C(=O)N(C)C2c2cccnc2)c1 (centres undefined)	/	31	0.7	/	0.5	1.4	50*	/	-0.09
CN1C(=S)SC(C)(C)C1NO (centres undefined)	1.1	-15	1.2	0	1.1	1.1	-10	24	-0.56
Cc1ccc2c(c1)N(CC(=O)c1cccc(Cl)c1)C(=O)C(C)O2 (centres undefined)	1	24	0.8	-1	0.9	0.9	14	-8	-0.47
COCCNCc1ccccc1	/	-14	1.1	3	1.3	0.9	-30	5	-0.55
O=C(NC(=S)Nc1cccc(Cl)c1N1CCCCC1)c1ccco1	/	36	0.6	1	0.9	1.2	6	-2	-1
CCc1nc(SCC(=O)Nc2cc(C)on2)c2c(C)c(C)sc2n1	1	8	0.9	-2	1	0.8	0	-1	-0.12
O=C1c2ccccc2-c2ncnc3c(N4CCOCC4)cc(N4CCOCC4)c1c23	1.2	52*	0.5	-4	0.7	1	30	-11	/
Cn1cnnc1SCC(=O)Nc1sc2c(c1C(N)=O)CCC2	1.1	33	0.7	/	1	0.9	-2	/	0
CC(C)NC(=O)CN1CCC(O)(c2ccccc2)CC1	1	-7	1.1	-2	1.1	0.9	-9	4	-0.24
Cc1ccc(C(=O)c2ccc([N+](=O)[O-])cc2)c(C)c1	1.1	60*	0.4	-1	0.2	0.5	82*	-4	0.61
CCS(=O)(=O)Nc1c(C(=O)O)[nH]c2ccccc12	1.3	5	0.9	0	1	1	-2	9	0.49
Cc1ccc(C(=O)O/N=C/c2c(N3CCOCC3)n(C)c3ccccc23)cc1	/	84*	0.2	/	0.3	1.5	68*	/	-0.27
CCn1ncc(Br)c1C(=O)Nc1sc2c(c1C(N)=O)CCC2	0.9	21	0.8	-7	0.7	1.2	27	23	-1.2
CCOc1cc(S(=O)(=O)Nc2ccccn2)ccc1F	1.2	-26	1.3	6	0.8	1	21	-8	0.75
O=C1OC(c2ccc(Cl)cc2)/C(=C(/O)c2ccccc2)C1=O (centres undefined)	1.2	53*	0.5	4	1.1	1.1	-7	-3	1.4
CC(C)N1CC=C2C(C#N)=C(N)C(C#N)(C#N)C(c3ccccc3)C2C1 (centres undefined)	1.1	4	1	7	1	1.2	3	-40	-1.1
O=c1c(C(c2c(O)nc3n(c2=O)CCS3)c2cccc3ccccc23)c(O)nc2n1CCS2	/	4	1	-1	1	1	-5	-1	0.46
O=c1oc(-c2cccs2)nc2sc3c(c12)CCCCC3	1.2	5	0.9	0	1	1	5	0	-0.27
Cc1ccc(NC(=O)NC(=O)CN2C(=O)NC3(CCc4ccccc43)C2=O)c(C)c1 (centres undefined)	1.1	32	0.7	0	0.6	0.9	41	-29	-1.6
Cc1nnc(C)n1/N=C/c1ccc(C(=O)O)cc1	1.2	-12	1.1	6	1.2	1.1	-18	2	-0.03
O=C(CSc1nnnn1-c1ccccc1)Nc1nsc(-c2ccc(Cl)cc2)n1	1.3	-177	2.8*	4	0.3	0.9	75*	16	-0.64
Cc1ccsc1/C=C1\SC(N)=NC1=O	/	-27	1.3	/	1	1.3	0	/	-0.21
O=C(NC1=NCCS1)c1sc2ccccc2c1Cl	/	-14	1.1	-3	0.8	1	20	-21	-0.85
Cc1ccc(S(=O)(=O)N2CCC(C(=O)N(C)C3CCS(=O)(=O)C3)CC2)cc1 (centres undefined)	/	-20	1.2	-3	1	1.5	2	1	0.02

In a second layout: four of the compounds above
CCn1ncc(Br)c1C(=O)Nc1sc2c(c1C(N)=O)CCC2
  MT1-MMP txn act: 0.9 | CYP2C9 inh: 21 | CYP2C9 act: 0.8 | CD11b adhes enh: -7 | CYP2C19 activ: 0.7 | PLAP activator: 1.2 | CYP2C19 inh: 27 | CD11b adhes inh: 23 | PTK2B oligo ant: -1.2
CCOc1cc(S(=O)(=O)Nc2ccccn2)ccc1F
  MT1-MMP txn act: 1.2 | CYP2C9 inh: -26 | CYP2C9 act: 1.3 | CD11b adhes enh: 6 | CYP2C19 activ: 0.8 | PLAP activator: 1 | CYP2C19 inh: 21 | CD11b adhes inh: -8 | PTK2B oligo ant: 0.75
O=C1OC(c2ccc(Cl)cc2)/C(=C(/O)c2ccccc2)C1=O (centres undefined)
  MT1-MMP txn act: 1.2 | CYP2C9 inh: 53* | CYP2C9 act: 0.5 | CD11b adhes enh: 4 | CYP2C19 activ: 1.1 | PLAP activator: 1.1 | CYP2C19 inh: -7 | CD11b adhes inh: -3 | PTK2B oligo ant: 1.4
CC(C)N1CC=C2C(C#N)=C(N)C(C#N)(C#N)C(c3ccccc3)C2C1 (centres undefined)
  MT1-MMP txn act: 1.1 | CYP2C9 inh: 4 | CYP2C9 act: 1 | CD11b adhes enh: 7 | CYP2C19 activ: 1 | PLAP activator: 1.2 | CYP2C19 inh: 3 | CD11b adhes inh: -40 | PTK2B oligo ant: -1.1

The list goes on.
SMILES	MT1-MMP txn act	CYP2C9 inh	CYP2C9 act	CD11b adhes enh	CYP2C19 activ	PLAP activator	CYP2C19 inh	CD11b adhes inh	PTK2B oligo ant
Cc1ccccc1CCNC(=O)C1CCN(S(=O)(=O)c2ccc(-n3cnnn3)cc2)CC1	1.2	10	0.9	2	0.9	1	9	-1	1.3
COc1ccc(-n2nnc3c(=O)n(CC(=O)N4CCCc5ccccc54)cnc32)cc1	1.1	6	0.9	-8	1	1.1	3	1	/
CC(CC(=O)Nc1ccc2c(c1)OCCO2)c1ccccc1 (centres undefined)	1.8	42	0.6	0	0.5	0.8	52*	-30	-0.12
O=C(NC1C(=O)NNC1c1ccccc1)c1ccccc1 (centres undefined)	1.1	2	1	-1	0.9	1.1	8	-10	0.1
CC(O)(CS(=O)(=O)Cc1ccccc1Cl)C(=O)Nc1cccc(C(F)(F)F)c1 (centres undefined)	/	38	0.6	/	0.5	1	54*	/	0.42
c1cncc(-c2nnc3n2C2(CCCCC2)Cc2ccccc2-3)c1	/	11	0.9	-4	1	1	3	-9	0.84
CCOC(=O)N1CCN(c2nnnn2-c2ccccc2)CC1	1.1	49	0.5	-1	0.1	1.2	91*	-7	2.4
CCC(C)(C)n1nnnc1C(c1ccc(N(C)C)cc1)N1CCN(C2CCCCC2)CC1 (centres undefined)	1.1	-20	1.2	/	0.8	1.5	23	/	0.31
O=C(OCC(=O)N1CCN(C(=O)COC(=O)c2ccncc2)CC1)c1ccncc1	1.1	-20	1.2	1	1.3	1.2	-25	-1	1.2
Clc1cccc(-c2nn3c(-c4cccc(Cl)c4)nnc3s2)c1	1	12	0.9	-3	0.6	1.3	43	4	/
COc1ccc(CCNC(=O)CSc2nc3cc(Cl)ccc3o2)cc1OC	/	66*	0.3	-6	0.8	0.8	25	5	1.8
CCOC(=O)CCCCC(=O)c1[nH]c(=O)[nH]c1Cn1cnc2ccccc21	1	24	0.8	5	1.1	1.7	-10	-15	-0.27
Nc1nc2ccc(Oc3ccccc3)cc2s1	1.5	71*	0.3	-1	0.3	1.1	68*	3	-0.4
CC(=O)N1CCN(S(=O)(=O)c2ccccc2)C1c1ccccc1 (centres undefined)	1	12	0.9	0	0.6	1	43	8	-0.03
CCc1ccc(C(=O)CSC2=C(C#N)C(c3ccco3)C(C(C)=O)=C(C)N2)cc1 (centres undefined)	/	76*	0.2	/	0.5	1.2	48	/	/
CCOc1ccccc1NC(=O)CSc1nnc(-c2cnccn2)n1CC	1.3	45	0.5	1	0.1	1.6	88*	-25	0.52
CCOc1ccc(C2=Nn3cnnc3SC2)cc1	1.3	27	0.7	-5	0	1	95*	-5	0.89
CCc1ccc(-c2nc(NC(=S)NC(=O)c3cccs3)sc2C)cc1	/	7	0.9	-2	1	0.8	1	6	1.9
COc1cccc(CNC(=O)c2ccc(S(=O)(=O)N3CCCC3)cc2)c1	/	86*	0.1	-4	0.8	1.2	23	-5	-0.06
Nc1nnc(CCc2ccccc2)s1	1	-6	1.1	-1	0.9	1.1	12	12	-0.93
O=C(O)c1ccc(Cl)c(NC(=O)C2CCCN2S(=O)(=O)c2cccc3nsnc23)c1 (centres undefined)	1	-4	1	-3	1.2	1.1	-19	-21	0.19
COCc1nnc(NC(=O)c2cc(Cl)ccc2OC)s1	1.1	-26	1.3	/	1.1	1	-8	/	0.99
Cc1nc(NC(=O)c2ccccc2)sc1-c1csc(NCc2ccco2)n1	1.1	30	0.7	5	0.1	0.8	89*	0	-0.38
Cc1oc(C(=O)O)cc1COc1ccc2c3c(c(=O)oc2c1C)CCCC3	1.1	-14	1.1	-1	1	1.2	-4	-13	/
COC(=O)COc1ccc(S(=O)(=O)Nc2ccc(NC(C)=O)cc2)cc1C	1.1	32	0.7	3	0.2	1	76*	-64	1.4

Other results.
| SMILES | MT1-MMP txn act | CYP2C9 inh | CYP2C9 act | CD11b adhes enh | CYP2C19 activ | PLAP activator | CYP2C19 inh | CD11b adhes inh | PTK2B oligo ant |
| --- | --- | --- | --- | --- | --- | --- | --- | --- | --- |
| CCC1(C)OC(=O)N(CCCn2ccnc2C)C1(C)O (centres undefined) | 1.1 | 7 | 0.9 | 4 | 1 | 1.1 | -4 | -16 | -0.54 |
| COC(=O)c1[nH]c2ccc(F)cc2c1NS(=O)(=O)c1ccc(OC)cc1OC | 1.2 | 42 | 0.6 | 0 | 0.4 | 0.9 | 56* | -19 | -1 |
| COCCn1c(SC)nnc1-c1c[nH]c2ccccc12 | 1.2 | 8 | 0.9 | 2 | 0.5 | 0.9 | 52* | -13 | / |
| Cc1cc(C(=O)CC#N)c(C)n1-c1ccc(OC(F)F)cc1 | 1.1 | 79* | 0.2 | -2 | 0.1 | 1.6 | 91* | 0 | -0.05 |
| O=C(NNC(=O)C1CC1c1ccccc1)Nc1cccc(Cl)c1 (centres undefined) | / | 13 | 0.9 | 0 | 0.8 | 0.9 | 22 | -5 | 0.43 |
| Nc1nc(SCC(=O)N2CCCc3ccccc32)[nH]c(=O)c1-c1ccccc1 | 1.2 | 51* | 0.5 | 0 | 0.5 | 1.3 | 46 | -4 | 3.7 |
| O=C(NNC(=O)c1cccnc1)Nc1ccccc1 | / | -10 | 1.1 | / | 1.1 | 1.2 | -10 | / | 0.24 |
| CCOc1ccc(-c2nnc(-c3cccs3)o2)cc1 | 1.1 | 18 | 0.8 | / | 0.9 | 0.9 | 8 | / | -0.16 |
| CC(=O)c1ccc(OCC(O)CN2CCCC(C)C2)cc1 (centres undefined) | 1.1 | -6 | 1.1 | 1 | 1.1 | 0.9 | -10 | -8 | / |
| O=C(c1ccc(CNc2c(N3CCOCC3)c(=O)c2=O)cc1)N1CC=C(c2ccccc2)CC1 | 1.1 | 59* | 0.4 | -6 | 0.6 | 1.5 | 43 | 6 | / |
| Cc1ccc(S(=O)(=O)NCC(=O)N(CC(=O)NCc2ccccc2)CC2CCCO2)cc1 (centres undefined) | 1 | 21 | 0.8 | 0 | 0.9 | 1.2 | 5 | -1 | -0.06 |
| O=C(NCc1ccccn1)c1ccc2ccccc2n1 | / | -24 | 1.2 | 1 | 0.9 | 1.2 | 5 | -5 | / |
| CCCC(C(=O)NC1CCCC1)N(Cc1ccc2c(c1)OCO2)C(=O)c1snc(C(N)=O)c1N (centres undefined) | 1.1 | 83* | 0.2 | 0 | 0 | 1.7 | 97* | 8 | -1.1 |
| O=C1CCCN1CCCNS(=O)(=O)c1ccc(Cl)c(C(=O)N2CCOCC2)c1 | / | -9 | 1.1 | -4 | 1 | 1.2 | -3 | -1 | 1.6 |
